# Cycloheximide cs: counter-screen hit for Shiga toxin inhibitors, cycloheximide. cell reporter, cycloheximide protein synthesis inhibition counterscreen. 300,000 compounds, 12% hits. max response, %; in the data active = max response mostly above about 13%, no sharp cut-off; inactive = mostly below about 14%; note: read at 38.3 µM for the half of the compounds with a filed dose; 0% is about no effect
# TbPYK inhibitor: T. brucei pyruvate kinase inhibition; Q57TT1; TbPYK enzyme, Kinase-Glo Plus ATP luminescence, 45 min; AID 624173; 410,000 compounds, 0.12% hits; Potency, µM (titrated, usually from 76.8 µM), without a hit: at the top dose activity, negative = inhibition, usual class: inhibitors; note: potency is the fitted concentration of half-maximal effect; % is set by controls: 0 for no effect and ±100 for the full control effect; nearly all actives have a fitted effect of over 50% in size
#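 Luminescence from Kinase-Glo Plus, added after a 45-minute room-temperature reaction, served as the end-point read-out. The enzyme and substrate were preincubated with compound before ADP (130 uM final) initiated turnover. Concentration-effect curves came from normalized qHTS data.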
# AmpC inh no detg: blocks E. coli AmpC beta-lactamase in detergent-free assay; AmpC nitrocefin hydrolysis, absorbance 480 nm, 0.0001% Triton; 330,000 compounds, 0.52% hits; Potency, µM (doses to about 57.1 µM), for the others: at the highest dose activity change, negative = inhibition, hits mostly inhibitors;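 note: potency is the fitted concentration of half-maximal effect; plate controls were no compound for no effect and no enzyme for full effect; nearly all actives have a fitted effect of over 20% in size; some results filed as inactive show a strong effect at the top dose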
# Target sequence (P00811 whole entry, looked up): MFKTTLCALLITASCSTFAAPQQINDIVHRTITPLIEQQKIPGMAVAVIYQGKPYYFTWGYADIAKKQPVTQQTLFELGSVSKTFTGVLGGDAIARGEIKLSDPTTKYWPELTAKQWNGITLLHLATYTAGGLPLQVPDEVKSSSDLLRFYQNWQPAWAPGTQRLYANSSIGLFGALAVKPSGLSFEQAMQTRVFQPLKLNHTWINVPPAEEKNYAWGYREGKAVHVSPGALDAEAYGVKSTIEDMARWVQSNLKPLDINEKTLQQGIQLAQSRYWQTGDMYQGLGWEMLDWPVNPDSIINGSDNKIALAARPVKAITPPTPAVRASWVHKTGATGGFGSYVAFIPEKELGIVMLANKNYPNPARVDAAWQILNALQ
#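 AmpC (5.3 nM in the dispensed reagent) in 20 mM phosphate pH 7.0 with 0.01% (detergent screen) or 0.0001% Triton X-100 was preincubated with compounds for 15 min at room temperature. Nitrocefin was then added from an 800 uM solution, and hydrolysis was followed at 480 nm.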
# Shiga toxin inh: inhibitors of Shiga toxin in Vero cells. inhibition, % at 38.7 µM. Vero cells, Shiga toxin protein synthesis inhibition reporter. 290,000 compounds, 9.2% hits. AID 2315; in the data active = inhibition mostly above about 28%, no sharp cut-off; inactive = mostly below about 43%; note: 0% is about no effect
# Pf growth 96h: P. falciparum growth inhibition at 96 hours. P. falciparum luciferase reporter growth, 96 h. Potency, µM (doses to about 28.7 µM), for the others: at the top dose activity change, negative = inhibition, most hits filed as inhibitors. 320,000 compounds, 6.9% hits; note: potency is the fitted concentration of half-maximal effect; % is set by controls: 0 for no effect and ±100 for the full control effect
#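 Plates of compound plus infected erythrocytes (2% hematocrit, 0.05% parasitemia final) incubate 96 hours, 37 C, 5% CO2. Detection reagent added; reduced luminescence from the parasites' luciferase reporter flags inhibition.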
# Pf growth 48h: inhibits P. falciparum growth in the first generation, 48 h; 310,000 compounds, 5.9% hits; Potency, µM (series often up to 28.7 µM), for the others: at the top dose activity change, negative = inhibition, hits mostly inhibitors; P. falciparum luciferase growth in erythrocytes, 48 h; AID 504832; note: potency is the fitted concentration of half-maximal effect; % is set by controls: 0 for no effect and ±100 for the full control effect
#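 Read-out is firefly luciferase luminescence from an integrated reporter in P. falciparum, so falling signal marks reduced parasite growth. Infected erythrocytes were at 2% hematocrit and 0.1% parasitemia (final) in Albumax-supplemented RPMI 1640.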
# LmPK inhibitor: inhibitors of Leishmania mexicana pyruvate kinase | purified LmPK, Kinase-Glo ATP luminescence, 1 h | Potency, µM (series often up to 57.5 µM), for inactives: at the highest dose activity change, negative = inhibition, actives largely listed as inhibitors | 290,000 compounds, 0.37% hits | AID 1721; note: potency is the fitted concentration of half-maximal effect; % is set by controls: 0 for no effect and ±100 for the full control effect
# Target sequence (Q27686 whole entry, looked up): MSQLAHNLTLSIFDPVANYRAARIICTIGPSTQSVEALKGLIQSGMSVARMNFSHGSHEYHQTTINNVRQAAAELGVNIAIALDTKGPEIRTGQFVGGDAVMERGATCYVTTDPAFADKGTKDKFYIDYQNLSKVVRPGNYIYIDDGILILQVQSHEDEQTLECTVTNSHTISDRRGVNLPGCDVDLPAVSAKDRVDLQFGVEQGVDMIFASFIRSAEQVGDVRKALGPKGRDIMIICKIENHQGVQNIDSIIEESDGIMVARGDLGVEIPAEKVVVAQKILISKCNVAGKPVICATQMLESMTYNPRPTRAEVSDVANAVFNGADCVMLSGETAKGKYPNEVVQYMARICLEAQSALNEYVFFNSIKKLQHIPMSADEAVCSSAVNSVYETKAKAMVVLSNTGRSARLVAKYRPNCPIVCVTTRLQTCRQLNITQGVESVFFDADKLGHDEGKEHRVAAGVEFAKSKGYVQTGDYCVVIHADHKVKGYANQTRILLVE
#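 0.1 nM LmPK, 0.5 mM PEP, 0.1 mM ADP; 50 mM imidazole pH 7.2, 7 mM MgCl2, 50 mM KCl; 1 h RT. Kinase-Glo luminescence readout, normalized to no-enzyme (full inhibition) and uninhibited wells.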
# Starred values were filed as active, the others as inactive; ? = inconclusive; . = no result given; [ ] = remark or other dose. Unless noted, calls come from the whole dose curve; as a rule, active = well fitted curve in the direction sought with a large enough effect; inconclusive = small, poorly fitted or top-dose-only effect, or another doubt; inactive = no such curve, though single readings can be large; an effect the other way counts as inactive or inconclusive.
SMILES,Cycloheximide cs,TbPYK inhibitor,AmpC inh no detg,Shiga toxin inh,Pf growth 96h,Pf growth 48h,LmPK inhibitor
COc1ccc(C(C)=O)cc1COC(=O)Cc1n[nH]c(=O)c2ccccc12,-3,-8%,-30%,3,?,?,2%
OCc1ccccc1CNCc1ccccc1,-2,7%,-8%,-6,26%,.,13%
CC(C)=CC(=O)N1CC[C@@H](N2CCN(c3ccccc3F)CC2)[C@H](O)C1,-3,0%,-9%,-16,?,-15%,-4%
Cc1[nH]nc(SCC(=O)NC(C)c2ccccc2)c1[N+](=O)[O-] (stereo not drawn),-1,-8%,-27%,-2,16%,-1%,-6%
CC(=O)c1cc(-c2ccccc2)n(CC(=O)N2CCCC2)c1C,9,3%,-2%,27,?,7%,11%
CC(=O)c1c(C)oc2ccc(N(C(C)=O)S(=O)(=O)c3ccc(Cl)c([N+](=O)[O-])c3)cc12,-2,8%,-20%,25,?,?,4%
Cc1ccccc1OCc1nc(-c2ccc(NC(=O)c3ccco3)cc2)no1,35*,-8%,-34%,52*,?,?,-14%
CCCC(C)n1[nH]c(=O)c2c1NC(=O)CSC2c1ccc(OC)c(OC)c1 (stereo not drawn),-3,4%,-17%,-10,23%,5%,-3%
Nc1ccc(C(=O)Nc2nc3ccccc3s2)cc1,41*,-1%,-21%,42*,243%[activator],147%[activator],-29%
CN(C(=O)Cn1cnc2sccc2c1=O)C1CCCCC1,.,2%,-21%,.,26%,52%[activator],.
CC(C)c1ccc(CNc2ccc([N+](=O)[O-])cn2)cc1,55*,-1%,-28%,74*,1%,229%[activator],7%
O=C(CNC1CCCCCC1)Nc1ccc(S(=O)(=O)NC2CC2)cc1,-1,2%,0.16µM*,8,?,-26%,-2%
O=[N+]([O-])c1c(Nc2ccc(Br)cc2)ccc2nonc12,8,-1%,-30%,3,?,10%,2%
Cc1ccn(CCC(=O)Nc2ccc(-c3ccno3)cc2)n1,21,-1%,-20%,14,?,6%,-3%
[O-][n+]1c2c(c3c4non(O)c4ccc31)CCCC2,-6,-6%,10µM*,-17,12µM*,.,2%
N#CCc1ccc(NC(=O)Nc2cccc3ccccc23)cc1,16*,-3%,-20%,22,28%,25%,1%
O=C(COC(=O)c1ccccc1OCc1ccc(Cl)cc1)NC1CC1,-1,2%,16%,11,24%,-29%,6%
CCCCCc1ccc(-c2ccc(=O)[nH]n2)cc1,12,1%,-2%,21,2%,28%,2%
Cc1ccc(NC(=O)Cn2cccc2C2=NC(c3ccccc3)CO2)c(C)c1 (stereo not drawn),-4,14%,-21%,-5,-90%,0%,-4%
Fc1cccc(Cl)c1Cn1nnc2c(N3CCC4(CC3)OCCO4)ncnc21,1,2%,69%[activator],-5,291%[activator],.,-10%
Cc1cccc(N(CC(=O)NCCC2=CCCCC2)S(C)(=O)=O)c1C,-1,-13%,54%,-21,.,0%,0%
Cc1cc(C)c[n+](-c2[nH]c(=O)sc2/C=N/NC([S-])=Nc2ccccc2)c1,-4,-7%,-39%,-6,89%[activator],-15%,1%
O=C(Nc1cccc([N+](=O)[O-])c1)Nc1cccc([N+](=O)[O-])c1,7,1%,-26%,-5,?,?,-1%
O=C(CCCCCn1c(=S)[nH]c2cc3c(cc2c1=O)OCO3)N1CCN(Cc2ccccc2)CC1,0,-11%,2%,11,-1%,12µM*,2%

# Rewritten with two lines to a compound: 3 of the compounds above.
# Screens in order: Cycloheximide cs | TbPYK inhibitor | AmpC inh no detg | Shiga toxin inh | Pf growth 96h | Pf growth 48h | LmPK inhibitor
Cc1cc(C)c[n+](-c2[nH]c(=O)sc2/C=N/NC([S-])=Nc2ccccc2)c1
 : -4 | -7% | -39% | -6 | 89%[activator] | -15% | 1%
O=[N+]([O-])c1c(Nc2ccc(Br)cc2)ccc2nonc12
 : 8 | -1% | -30% | 3 | ? | 10% | 2%
O=C(Nc1cccc([N+](=O)[O-])c1)Nc1cccc([N+](=O)[O-])c1
 : 7 | 1% | -26% | -5 | ? | ? | -1%

# Next section.
SMILES,Cycloheximide cs,TbPYK inhibitor,AmpC inh no detg,Shiga toxin inh,Pf growth 96h,Pf growth 48h,LmPK inhibitor
O=C(NCc1ccccc1)c1ccc2c(=O)n3c(nc2c1)CCCCC3,6,0%,-7%,23,?,8%,8%
CCC(C)[C@H](NC(=O)Nc1ccc(C(C)=O)cc1)C(=O)OC (stereo partly drawn),-8,-5%,-20%,-11,34%[activator],11%,0%
COc1ccc(-c2oc3ccccc3c(=O)c2OCC(=O)O)cc1,2,-21%,-6%[2.29 µM],-13,?,14%,-3%
Cc1ccc(S(=O)(=O)N(C)C)cc1NC(=O)C(C)N(C)CCOc1ccc(Cl)cc1 (stereo not drawn),-2,1%,159%[activator],2,?,?,5%
Cc1ccc(-n2c(C)c([N+](=O)[O-])c3ccc(O)c(CN(C)C)c32)cc1,-3,0%,-29%,-16,.,13µM*,8%
CCOc1ccc(C(=O)Nc2nnc(S(=O)(=O)N3CCCCC3)s2)cc1,-11,0%,-24%,-4,36%[activator],26%,-7%
CC1CCCN(C(=S)Nc2ccc3nc4n(c(=O)c3c2)CCCCC4)C1 (stereo not drawn),7,-2%,-5%,7,33%[activator],8%,3%
O=C(Nc1ccccn1)c1ccc(Cl)c(S(=O)(=O)N2CCCC2)c1,.,-1%,-14%,.,-28%,?,.
CCOC(=O)C1=C(CN2CCCCCC2)NC(=O)NC1c1cccc([N+](=O)[O-])c1 (stereo not drawn),-5,-1%,-12%,32,-15%,?,1%
COc1ccc(N2CCN(C(=O)CN3C(=O)NC(C)(c4ccc5ccccc5c4)C3=O)CC2)cc1 (stereo not drawn),.,-8%,151%[activator],.,?,?,.
O=Cc1ccc(OCc2ccc3c(c2)OCO3)cc1,35*,-6%,-23%,.,?,-13%,-14%
O=C(O)CCC1(C(=O)O)OCCc2ccccc21 (stereo not drawn),5,-8%,-4%,13,.,-3%,0%
COCCN(Cc1cc2cc(C)c(C)cc2nc1Cl)C(=O)Nc1ccccc1,3,3%,-4%,-2,20%,?,2%
Cc1cccc(C(=O)Nc2cc(NC(=O)c3cccs3)ccc2C)c1,6,4%,-41%,14,-18%,-29%,-4%
O=C(O)CSCC(=O)NCc1cccc(C(F)(F)F)c1,-2,1%,-10%,18,34%[activator],13%,-1%
CCCCCc1ccc(-c2cn(Cc3ccc(C)cc3)nn2)cc1,8,-3%,-8%,12,?,?,-2%
Fc1ccc(CN2CCN(C(c3ccccc3)c3ccccc3)CC2)cc1,-3,-4%,-5%,-9,?,?,-6%
CC(C)(C)NC(=O)C1CCN(C(=O)c2ccco2)CC1,-8,-4%,-13%,-3,-5%,12%,2%
CC(=O)c1ccc(N2CCN(C(=O)c3cc(-c4cccnc4)nc4ccc(Br)cc34)CC2)cc1,-1,2%,-4%,-4,-13%,?,4%
Cn1c(Cn2c(=O)sc3ccccc32)nnc1SCC(=O)N1CCc2ccccc21,-3,-14%,-14%,-3,5.2µM*,5%,3%
CCN(CC)S(=O)(=O)c1ccc(N/N=C/c2ccc(O)cc2O)nc1,-1,1%,-4%,2,3.7µM*,2.3µM*,3%
Cc1ccc(C)c(OC(=O)c2cccc(S(=O)(=O)N3CCN(C)CC3)c2)c1,-3,3%,178%[activator],-9,?,?,0%
COc1ccc(-c2cc(C(=O)Nc3ccccc3SC)no2)cc1OC,-2,-4%,-8%,-8,122%[activator],30%[activator],1%
Cc1ccc(F)cc1NC(=O)Nc1cc(C(C)(C)C)nn1C,1,-4%,10%,-5,?,?,6%
Cc1ccc2ncc([N+](=O)[O-])n2c1,-2,2%,-11%,-11,37%[activator],29%,4%
COc1ccc(/C=C2/C(=O)OCc3cc(OC)c(OC)cc32)cc1,-2,-2%,-7%,-9,-50%,0%,1%
COc1ccc(C(=O)Nc2ccc(NC(=O)c3ccccn3)cn2)cc1,11,10%,-9%,78*,-3%,21%,3%
CCN(CC)S(=O)(=O)c1ccc(NC2CCCc3ccccc32)nc1 (stereo not drawn),7,5%,-25%,35,-26%,?,1%
COC(=O)C(Cc1ccccc1)NC(=O)CCCC(=O)NCc1cccc(OC)c1 (stereo not drawn),-2,2%,33%,-8,-28%,21%,-11%
CN(c1ccccc1)c1ccc([N+](=O)[O-])c2nonc12,12*,-7%,-12%,17,14%,.,-6%
Cc1ccc(N(C(=O)c2csnn2)C(C(=O)NC2CCCCC2)c2ccccn2)c(C)c1 (stereo not drawn),-4,-8%,22%,-11,9%,-8%,3%
C#CCOc1ccc(C2C3=C(CCCC3=O)N(CC(=O)O)C3=C2C(=O)CCC3)cc1Br,0,-5%,-4%,-2,14%,21%,1%
O=C(O)/C=C\C(=O)Nc1ccccc1C(=O)NC1CCCCC1,42*,-8%,-7%,65*,85%[activator],50%[activator],-2%
CCCSc1nc2[nH]ncc2c(=O)[nH]1,-7,0%,-25%,-9,?,-5%,-1%
COc1ccc(S(=O)(=O)N2CCCCCC2)cc1C(=O)N(C)Cc1ccco1,.,-5%,15%,.,2%,-12%,.
COC(=O)c1ccc(C(=O)Nc2cc(Cl)ccc2Cl)cc1NC(=O)c1ccc(N(C)C)cc1,-3,6%,-22%,15,.,21%,-12%
O=C1c2ccccc2C(Nc2ccc(S(=O)(=O)N3CCCCC3)cc2)N1c1ccccn1 (stereo not drawn),-1,-13%,-13%,11,?,?,2%
COCCCn1c(SC(C)C(=O)NC2CC2)nc2ccccc2c1=O (stereo not drawn),.,3%,0%,.,?,-2%,.
O=C(Nc1ccc2c(c1)OCO2)N1CCCC1,9,6%,-29%,55*,24%,-4%[5.75 µM],-5%
Cc1nnc(-c2ccc(Oc3ccc(Cl)cc3)c([N+](=O)[O-])c2)o1,-3,-15%,48%,-9,?,1%,4%
Cc1ccccc1OCC(O)CN1CCC(C)CC1 (stereo not drawn),3,-15%,-15%,13,?,-8%,0%
COc1ccc(OCCN2CCN(S(=O)(=O)c3ccccc3C#N)CC2)cc1,.,-13%,24%,.,-19%,-1%,.
COC(=O)c1sccc1NC(=O)Cn1cnc2c1c(=O)n(C)c(=O)n2C,-3,0%,-14%,-9,-17%,-5%,-5%
CC1(c2ccccc2Cl)NC(=O)N(CC(=O)Nc2ccc(N3CCCCC3)cc2)C1=O (stereo not drawn),.,-4%,0%,.,?,?,.
CC(=O)c1cccc(Oc2ncccn2)c1,-4,-2%,-11%,3,8%,.,-3%
O=C1NC(=Nc2ccccc2)SC1Cc1cccc(Cl)c1Cl (stereo not drawn),8,-3%,-17%,10,?,?,-3%
Cc1c(NS(=O)(=O)c2cccc(C(=O)NCc3ccc(Cl)cc3)c2)c(=O)n(-c2ccccc2)n1C,1,3%,-3%,-3,-6%,-14%,0%
CCCOc1ccc(C2c3c(oc4ccccc4c3=O)C(=O)N2CCN(CC)CC)cc1OC (stereo not drawn),7,-2%,7%,38,?,1.5µM*,2%

# Assay outcomes (PubChem)

# Compounds were not picked by outcome. About 22% of those tested had a hit in this group.
